CBFb-RUNX1 inh – CBF-beta/RUNX1 interaction disruption; Q01196+Q13951; AlphaScreen CBFb-His/RUNX1-biotin binding, biochemical; Potency, µM (series often up to 59.8 µM), for inactives: top-dose activity, negative = inhibition, most hits filed as inhibitors; 230,000 tested, under 10 active; also: % of control where 0% means no effect
Target sequence (Q01196 whole entry, looked up): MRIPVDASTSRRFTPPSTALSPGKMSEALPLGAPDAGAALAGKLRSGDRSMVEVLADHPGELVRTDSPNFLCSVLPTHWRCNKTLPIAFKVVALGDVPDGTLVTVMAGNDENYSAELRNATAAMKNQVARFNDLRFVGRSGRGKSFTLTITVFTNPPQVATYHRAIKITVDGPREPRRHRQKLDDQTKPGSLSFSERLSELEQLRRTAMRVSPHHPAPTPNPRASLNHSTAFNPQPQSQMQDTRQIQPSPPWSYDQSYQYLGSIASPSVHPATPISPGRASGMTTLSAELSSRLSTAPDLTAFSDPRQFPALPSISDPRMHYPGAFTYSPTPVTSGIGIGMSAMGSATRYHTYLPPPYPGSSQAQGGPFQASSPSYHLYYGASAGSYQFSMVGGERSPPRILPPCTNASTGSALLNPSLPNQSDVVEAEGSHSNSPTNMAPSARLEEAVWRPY
Target sequence (Q13951 whole entry, looked up): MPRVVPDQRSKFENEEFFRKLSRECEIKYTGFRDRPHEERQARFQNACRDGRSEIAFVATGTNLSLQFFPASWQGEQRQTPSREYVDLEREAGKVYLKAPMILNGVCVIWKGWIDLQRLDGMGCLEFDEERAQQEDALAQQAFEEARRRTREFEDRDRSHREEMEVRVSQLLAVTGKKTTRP
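Bead-based AlphaScreen assay; binding partners His-tagged CBF-beta and biotinylated RUNX1 at 30 nM each. Compound exposure 15 min after a 20-min protein preincubation; bead step 90 min; all steps at room temperature.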
IMPase Li inh – membrane-permeable IMPase blocker, potentiated with lithium; actives 0.35% (n = 210,000); CHO-M1 cells, IP1 TR-FRET (IP-One), carbachol + lithium; Potency, µM (top dose mostly 59.4 µM), for inactives: at the top dose activity, negative = IMPase inhibition, actives largely listed as inhibitors;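 also: IP1 builds up when IMPase is blocked and the TR-FRET signal falls; potency is read from the fitted curve at half-maximal effect; plate controls were basal vehicle for no effect and high inhibitor control for full effect; nearly all actives have a fitted effect of over 50% in size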
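IP1 accumulation measured by competitive TR-FRET in lysed CHO-M1 cells after 30 min compound exposure at 37C, with a small lithium addition to potentiate weak responses. Hill-equation AC50 from ratio and donor-channel data.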
LMNA splice mod – modulators of lamin A splicing. Potency, µM (titrated, usually from 46.1 µM), without a hit: top-dose ratio change, negative = inhibition, most hits filed as inhibitors. HeLa LMNA splicing GFP/RFP minigene ratio, 48 h. AID 1487. actives 0.01% (n = 200,000); active = well fitted inhibition curve with a large enough effect in the signal ratio, with a control signal flat, not every such curve was filed as active; inconclusive = small, poorly fitted or top-dose-only effect, or effect the other way, or a change in a side signal; the % refers to the signal ratio; also: potency is read from the fitted curve at half-maximal effect; % is scaled to controls: 0 for no effect and ±100 for the full control effect
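S3 HeLa stable clones carrying a lamin A-EGFP splicing minigene plus DsRed2 were seeded at 600 cells/well in Opti-MEM with 2% FBS, pin-dosed and incubated 48 h at 37°C. Acumen cytometry (488 nm) gave the GFP/RFP total-intensity ratio.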
Epigenetic reg – regulators of epigenetic silencing causing reporter derepression in mouse cells. murine LDR cells, GFP reporter derepression, 30 h. Potency, µM (series often up to 53.9 µM), inactives show top-dose GFP activation, usual class: activators. actives 0.2% (n = 280,000); also: potency is read from the fitted curve at half-maximal effect; % of control where 0% means no effect; nearly all actives have a fitted effect of over 60% in size
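Readout is the number of GFP-expressing murine LDR cells, counted by cytometry following washing. Cells were treated with compound for 30 h at 37 C; the stably integrated CMV-GFP locus is normally silent.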
NPSR antag – neuropeptide S receptor (human) antagonism, cAMP | Q6W5P4 | CHO-NPSR cells, cAMP TR-FRET, antagonist mode | Potency, µM (series often up to 38.3 µM), for inactives: top-dose activity change, negative = inhibition, hits mostly inhibitors | actives 1% (n = 220,000) | AID 1461; also: potency is read from the fitted curve at half-maximal effect; % is scaled to controls: 0 for no effect and ±100 for the full control effect; nearly all actives have a fitted effect of over 50% in size; many of its hits are not listed in these tables
Target sequence (Q6W5P4 whole entry, looked up): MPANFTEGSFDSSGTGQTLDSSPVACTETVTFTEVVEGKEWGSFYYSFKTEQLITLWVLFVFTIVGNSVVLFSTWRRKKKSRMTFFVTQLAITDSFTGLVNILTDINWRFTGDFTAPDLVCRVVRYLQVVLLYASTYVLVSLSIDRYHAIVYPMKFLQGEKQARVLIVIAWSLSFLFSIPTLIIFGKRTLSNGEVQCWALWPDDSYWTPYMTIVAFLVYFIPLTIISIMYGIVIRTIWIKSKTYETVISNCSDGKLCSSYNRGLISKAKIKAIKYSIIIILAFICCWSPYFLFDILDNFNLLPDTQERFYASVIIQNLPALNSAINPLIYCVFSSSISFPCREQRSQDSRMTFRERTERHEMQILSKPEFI
Luc counter – Kinase-Glo luciferase inhibition (counter-screen); Q27757; Kinase-Glo luciferase, ATP luminescence, 8 min; Potency, µM (highest dose often 38.3 µM), inactives show at the top dose activity change, negative = inhibition, hits mostly inhibitors; actives 0.28% (n = 200,000); AID 1379; also: potency is read from the fitted curve at half-maximal effect; % is scaled to controls: 0 for no effect and ±100 for the full control effect; nearly all actives have a fitted effect of over 60% in size
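Light output from Kinase-Glo luciferase with luciferin and 10 uM ATP in 50 mM imidazole pH 7.2, KCl, MgCl2, Tween 20, BSA; compound pin-delivered, 8-min ambient incubation, then luminescence read.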
HTT aggregate – reduces HttQ103-GFP aggregates in PC12 cells; PC12 HttQ103-GFP aggregates, Acumen cytometry, 40 h; Potency, µM (doses to about 46.1 µM), for inactives: at the top dose activity change, negative = inhibition, actives largely listed as inhibitors; actives 1.1% (n = 220,000); also: potency is read from the fitted curve at half-maximal effect; % is scaled to controls: 0 for no effect and ±100 for the full control effect; nearly all actives have a fitted effect of over 60% in size
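Aggregate formation scored by laser-scanning cytometer (488 excitation, 500–530 emission) in lysed PC12 cells expressing Q103-GFP after 100 nM tebufenozide induction; library tested in dose series, with ATPLite reagent added in the multiplex.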
* hit, by the source's call; u = inconclusive; x = no result given; & = joins results of further samples; [ ] = dose if it differs, or a comment. Unless noted, calls follow the shape of the dose curve; as a rule, active = well fitted curve in the direction sought with a large enough effect; inconclusive = small, poorly fitted or top-dose-only effect, or another doubt; inactive = no such curve, though single readings can be large; an effect the other way counts as inactive or inconclusive. Only part of the results is shown; count on the stated rates, not on these rows.

The opening 2 entries, ahead of the listing:
molecule	Luc counter	CBFb-RUNX1 inh	LMNA splice mod	IMPase Li inh	HTT aggregate	Epigenetic reg	NPSR antag
COCCCn1c(=N)c(C(=O)NC2CCCCC2)cc2c(=O)n3ccccc3nc21	0%	-9%	4%	4%	-8%	0.9%&-1.0%	-9%
COCCn1c(C)cc(/C=N/NC(=O)c2cccnc2)c1C	-1%	6%	u	-8%	1%	-0.1%	-3%

Results, from the first entry:
molecule	Luc counter	CBFb-RUNX1 inh	LMNA splice mod	IMPase Li inh	HTT aggregate	Epigenetic reg	NPSR antag
COCCCn1c(=N)c(C(=O)NC2CCCCC2)cc2c(=O)n3ccccc3nc21	0%	-9%	4%	4%	-8%	0.9%&-1.0%	-9%
COCCn1c(C)cc(/C=N/NC(=O)c2cccnc2)c1C	-1%	6%	u	-8%	1%	-0.1%	-3%
NC(=O)NCCC1=CCCCC1	8%	5%	8%	18%[38.3 µM]	-4%	-3.7%	-3%[46.1 µM]
Cc1cc2nc(C3CCN(CC4COc5ccccc5O4)CC3)[nH]c2cc1C (configuration not stated)	7%	7%	-17%	-8%[38.3 µM]	3%	0.6%	-4%[46.1 µM]
CC(=O)NC1=NN(C(C)=O)C(C)(CS(=O)(=O)c2ccc(C)c(C)c2)S1 (configuration not stated)	-2%	3%	-2%	17%[38.3 µM]	18%	0.1%	-6%[46.1 µM]
O=C(NCc1ccco1)c1cc(S(=O)(=O)N2CCOCC2)ccc1Cl	1%	12%	18%	4%[38.3 µM]	5%	-0.9%	-19%[46.1 µM]
CC(=O)N(C)c1nc(-c2ccc(Cl)cc2)cs1	-6%	2%	4%	2%[38.3 µM]	-17%	2.6%	-3%[46.1 µM]
Cc1ccc(S(=O)(=O)NC(C)C(c2cccs2)N2CCOCC2)cc1 (configuration not stated)	1%	3%[2.36 µM]	u	-1%	9%	12%	1%
COc1ccc(C(=O)NC(=S)Nc2ccccc2N2CCOCC2)cc1Br	-1%	-23%	u	11%	2%	-0.9%	-44%
Cc1cc2c(cc1C)/C(=C\C(N)=O)NC(C)(C)C2	0%	2%	-5%	8%[38.3 µM]	-7%	0.0%	-7%[46.1 µM]
COc1ccc(/C=N/n2c(C)nc3sc(C)c(C)c3c2=O)cc1OC	-4%	4%	x	0%	-2%[9.22 µM]	4.1%	-4%
CC(=O)Oc1ccc2cc(-c3ccccc3)c(=O)oc2c1	x	8%	x	x	28%[9.22 µM]	-1.0%	-15%
COc1ccc(CCN(C)CCC(=O)Nc2cc(C)ccc2C)cc1OC	-1%	7%	17%	15%[38.3 µM]	-18%	-1.5%	-10%[46.1 µM]
Cc1ccc(Cn2nc(-c3ccccc3)nc2-c2ccccc2)cc1	-25%	18%	-1%	24%[38.3 µM]	-2%	1.3%	-26%[46.1 µM]
O=[N+]([O-])c1cccc(CSc2nnc3ccccn23)c1	-3%	4%	3%[46 µM]	4%	22%	2.3%	11%
O=S(=O)(Cc1ccccc1Cl)N1CCCC1	4%	-8%	x	2%	17%	0.0%	27%
COc1cc(Cl)c(C)cc1NC(=O)COc1cc(C)nc(C(C)C)n1	1%	8%	u	-2%[38.3 µM]	-9%	2.8%	-15%[46.1 µM]
COc1ccccc1N1CCN(S(=O)(=O)c2cnc[nH]2)CC1	-1%	3%	0%	14%[38.3 µM]	-7%	0.8%	7%[46.1 µM]
CSc1nnc(-c2cc3c(s2)-c2ccccc2CC3)o1	1%	u	-5%	0%[38.3 µM]	-1%	0.4%	-7%[46.1 µM]
Cc1cc(C(=O)COC(=O)c2nc3nccc(C)n3n2)c(C)n1CC1CCCO1 (configuration not stated)	1%	-4%	11%[9.22 µM]	-2%	11%	-5.7%	20%
C[C@H]([C@@H](N)C(=O)N[C@@H](C(=O)O)[C@@H]1O[C@H](n2ccc(=O)[nH]c2=O)[C@@H](O)[C@H]1O)[C@@H](O)c1ccc(O)cn1	13%	8%	u	0%	9%	-2.5%	-45%
CCCCC1=CC2=C(c3ccco3)C(=O)C(C)(OC(=O)c3ccc(OC)cc3)C(=O)C2=CN1Cc1ccc2c(c1)OCO2 (configuration not stated)	-2%[7.66 µM]	u	u	-19%	26%[9.22 µM]	-2.0%	-15%
CCCCC(=O)Nc1ccc2oc(-c3cccnc3)nc2c1	-1%	6%	5%	-6%[38.3 µM]	-20%	-1.0%	-2%[46.1 µM]
O=Cc1cn(CC(=O)Nc2ccc3c(c2)OCO3)c2ccccc12	-5%	-2%	x	7%	-14%	-0.1%	12%
CC(=O)OCC(=O)[C@@]12OC3(CCCC3)OC1CC1C3CCC4=CC(=O)C=C[C@@]4(C)[C@]3(F)C(O)C[C@]12C (some centres not stated)	-4%	5%	u	5%	21%	-1.3%	x

The results go on.
molecule	Luc counter	CBFb-RUNX1 inh	LMNA splice mod	IMPase Li inh	HTT aggregate	Epigenetic reg	NPSR antag
COc1ccc(OC)c(C2C(C(=O)c3cccs3)=C(O)C(=O)N2CCN(C)C)c1 (configuration not stated)	1%	-4%	0%	-6%[38.3 µM]	-29%[9.22 µM]	4.1%	-2%[46.1 µM]
Cc1cc(C(F)F)n2nc(C(=O)NCc3ccccc3F)nc2n1	-1%	1%	-2%	11%[38.3 µM]	2%	-2.1%	-6%[46.1 µM]
Cc1nn(C)cc1CNC(=O)c1cc2n(n1)C(C(F)(F)F)CC(c1cccs1)N2 (configuration not stated)	-2%	1%	-21%	11%[38.3 µM]	u	-1.0%	0%[46.1 µM]
O=C(Nc1cccnc1)c1coc(=O)c2ccccc12	2%	9%	-11%	-6%	29%	-0.9%	10%[46.1 µM]
Cn1cccc1Cc1nnc(SCC(=O)Nc2ccc(F)cc2F)n1-c1ccc(F)cc1	0%	3%	-2%	29%[38.3 µM]	1%	-0.8%	-10%[46.1 µM]
Cc1ccc(SCC(=O)Nc2cccc(-c3nnc(-c4ccco4)o3)c2)cc1	3%	12%	-14%	16%[38.3 µM]	8%	2.5%	u
CSc1nc(-c2ccccc2)nc(N)c1C(C)=O	-3%	8%	9%	20%[38.3 µM]	-2%	0.0%	6%[46.1 µM]
CN(CC(=O)Nc1ccc(C(N)=O)cc1)CC(=O)Nc1ccccc1Br	x	-1%	x	x	-1%[9.22 µM]	1.2%	-3%
NNC(=O)c1cnn(Cc2ccccc2)c1N	2%	-3%	13%	2%	0%	-1.0%	-2%
O=C(Nc1cc(C(F)(F)F)ccc1Cl)C(=O)N1CCCCC1	x	2%	-4%	x	-3%	-0.9%	11%[46.1 µM]
Cc1ccc(CN2CCN(Cc3ccc(O)cc3)CC2CCO)o1 (configuration not stated)	1%	6%	25%[46 µM]	12%	4%[9.22 µM]	-4.0%	-13%
CC(C)c1nccn1S(=O)(=O)c1cc(Cl)ccc1Cl	-1%	2%	0%	17%[38.3 µM]	-4%	0.0%	2%[46.1 µM]
CCOC(=O)c1sc(NC(=O)CCN2CCOCC2)c(C(=O)OCC)c1C	1%	6%	-2%	-11%[38.3 µM]	16%	0.0%	-4%[46.1 µM]
COc1ccc(NC(=O)CC2SC(=N)N(c3ccccc3)C2=O)c(OC)c1 (configuration not stated)	2%	7%	x	7%	-8%	1.1%	-4%
COc1ccc(C2CC(=O)Oc3cc(C)c(Cl)c(C)c32)cc1 (configuration not stated)	-1%[39.9 µM]	u	x	25%	x	-1.8%	x
COc1ccccc1NC(=O)c1sc2nc(-c3ccco3)ccc2c1N	2%	u	-5%	-28%[38.3 µM]	21%	-0.1%	7%[46.1 µM]
O=C(N1CCCCC1)N1CCN(S(=O)(=O)c2ccc(Cl)cc2)CC1	-2%	-7%	u	2%	3%[9.22 µM]	1.1%	-10%
Cc1ccccc1C(=O)NC(=S)Nc1ccc(S(=O)(=O)N(C)c2ccccc2)cc1	20%	-3%	0%	37%[38.3 µM]	u	-1.0%	-7%[46.1 µM]
C=CCC(CC=C)(C(=O)O)c1ccccc1	7%	3%	-3%	22%[38.3 µM]	4%	1.0%	4%[46.1 µM]
C=C1C(C(=O)Nc2ccc(OC)cc2)C1C(=O)Nc1ccc(OC)cc1 (configuration not stated)	x	7%	x	x	-12%[9.22 µM]	1.1%	-13%[7.67 µM]
COc1ccc(/C=N/OC/C(O)=C(\C#N)c2nc3ccccc3[nH]2)cc1OC	-3%	12%	-12%	-11%	-5%	-0.3%	24%
O=S(=O)(c1ccc(Cl)cc1)N1CCN=C1SCc1cccc(Cl)c1	2%	30%	u	19%	-3%	1.1%	-33%
COc1ccc(OC)c(NC(=O)C2CCCC2)c1	0%	3%	7%	11%[38.3 µM]	-32%	-1.1%	-5%[46.1 µM]
N#CC1CC(c2ccccc2)=NN1c1ccccc1[N+](=O)[O-] (configuration not stated)	5%	u	-7%[46 µM]	21%	-9%	-0.4%	-13%
COc1ccc(-c2[nH]c(-c3ccc(F)cc3)nc2SCC(=O)NCc2ccco2)cc1OC	2%	-3%	5%	16%[38.3 µM]	-2%	3.7%	-6%[46.1 µM]

Continuation.
molecule	Luc counter	CBFb-RUNX1 inh	LMNA splice mod	IMPase Li inh	HTT aggregate	Epigenetic reg	NPSR antag
COc1ccc(CNC(=O)c2sc(=S)n(-c3ccccc3)c2N)cc1	x	-11%	x	x	-17%[9.22 µM]	-1.8%	2%
O=C(c1ccc(Br)o1)N1CCN(C/C=C/c2ccccc2)CC1	-7%	-3%	u	2%[38.3 µM]	4%	1.0%	7%[46.1 µM]
CC1CCN(CC(=O)Nc2ccccc2C#N)CC1	-5%	6%	18%	4%[38.3 µM]	0%	0.9%	-12%[46.1 µM]
O=C1c2ccccc2C(=O)N1Cc1ccc2c(c1)OCO2	4%	9%	-2%	-6%[38.3 µM]	-5%	0.0%	-14%[46.1 µM]
O=C1c2ccccc2C(=O)N1CCCCSc1nnc(-c2ccc(OC(F)F)cc2)o1	5%	6%	u	31%[activator][38.3 µM]	-22%	-1.0%	-27%[46.1 µM]
N#Cc1nc(-c2ccccc2F)oc1N1CCCC1	-1%	-1%	-8%	0%	2%	0.0%	-6%[46.1 µM]
COC(=O)Cn1cc(/C=C(/C#N)C(=O)N2CCOCC2)c2ccccc21	2%	6%	x	5%	7%[9.22 µM]	3.2%	-4%
CN(CC(=O)c1c(N)n(C)c(=O)n(C)c1=O)c1ccccc1	2%	1%	u	-8%	26%	2.6%	5%
CCCc1[nH]nc2c1C(c1cccc(OC(=O)c3ccco3)c1)C(C#N)=C(N)O2 (configuration not stated)	1%	10%	-7%	10%	-2%	-4.6%	-18%[46.1 µM]
COc1ccc(NC(=O)c2cc3c(=O)n4ccccc4nc3n2C)cc1OC	0%	-4%	x	3%	12%	-0.4%	-3%
